# Screening data as filed in PubChem.
# UTI89 phage lysis: inhibition of K1F phage lysis, E. coli UTI89, bacterial capsule biogenesis inhibitors, alamar blue (AID 488966); E. coli UTI89 K1F phage lysis, alamar blue, 2 h; higher % means a stronger effect; one-dose inhibition, % at 100 µM; IC50 in µM for titrated hits; 0.02% of 340,000 active;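 active = phage lysis inhibition, versus mean bacterial control, above a set limit; inconclusive = no clear call, values can overlap the other calls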;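 also: capsule biogenesis inhibitors block K1F phage lysis so surviving cells raise fluorescence; higher fluorescence means more inhibition of phage lysis; actives were called in the ten point dose series up to 300 µM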
# Ins promoter up: insulin promoter activators in MIN6 cells, imaging, high-content screening, mouse beta cells; MIN6 insulin promoter-GFP reporter; active compounds read high; z-score at 5 µM; 0.3% of 190,000 active;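 active = z-score above 3 at 5 µM with at least 500 cells counted in the well; inconclusive = wells under 500 cells, flagged as cytotoxic or low count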
# P. falciparum M1AAP: P. falciparum M1AAP inhibitors, biochemical, fluorogenic H-Leu-NHMec substrate, 1536-well (AID 1445) | recombinant M1AAP, H-Leu-NHMec fluorogenic kinetic assay; higher % means a stronger effect | inhibition, % at 30 µM; hits with a dose series show IC50 in µM | 0.42% of 220,000 active;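 active = primary inhibition above the hit cutoff, then over 50% inhibition at one or more dose response concentrations, cut at about 23% in these data, passing the limit was not always enough; inconclusive = conflicting primary data, or primary hits not chosen for dose response; inactive = low primary inhibition, or under 50% at every dose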;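 also: plate controls were DMSO full reaction for no effect and no enzyme background for full effect; strong numbers were not always called active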
# Autophagy mod: autophagy modulators in MEF cells, primary screen, imaging, high-content, MEF GFP-LC3 | MEF GFP-LC3 puncta imaging; test concentration mostly 10 µM | calls only at 10 µM (by protocol) | 0.98% of 190,000 active;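 active = percentage of spot-positive cells more than 3 SD above its plate mean, without a fluorescence outlier flag or 80% toxicity; inconclusive = no clear call, values can overlap the other calls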;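 also: spot-positive cell cutoff set from DMSO-treated cells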
# bCat nuc transl: modulators of beta-catenin nuclear translocation, primary screen, imaging, HeLa cells, immunofluorescence, high-content | nuclear translocation activity, % at 5 µM | 0.3% of 190,000 active;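 active = nuclear translocation activity above 50% at 5 µM, with a well cell count of 50 or more; inconclusive = wells under 50 cells across six images, flagged as toxic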;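 also: per-cell ratio of nuclear to cytoplasmic median beta-catenin stain intensity; plate controls were DMSO negative control for no effect and GSK-3 inhibitor IX positive control for full effect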
#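 Read-out: Nuclear/cytoplasmic beta-catenin signal ratio, % activation | Assay system: Human HeLa cell line | Times: 24 h compound exposure at 37°C, 5% CO2 | Signal: Fluorescence imaging of beta-catenin antibody stain plus DAPI | Dosing: 5 µM primary, 0.02–20 µM confirmation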
# Dynein transport: inhibitors of GR-EGFP nuclear translocation, primary screen, dynein cargo transport inhibitor project, imaging, high-content, 3617.4 mouse cells; test concentration mostly 20 µM; stimulated with dexamethasone, 1 µM; active compounds read low; z-score, hits read low; 0.47% of 220,000 active;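 active = plate z-score of nuclear minus cytoplasmic receptor signal below a set negative limit, without overly bright fluorescence or cell loss, cut at about -3.5 in these data, passing the limit was not always enough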;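 also: z-score of nuclear minus cytoplasmic ring GR-EGFP intensity difference per well; some compounds called inactive have numbers as strong as hits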
#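 Buffer or medium: tet-free medium with charcoal-stripped serum / Also added: dexamethasone agonist, 1.0 µM final, for 30 min / Timing: induction 48 h, compound 1 h, agonist 30 min / Measured by: high-content fluorescence imaging after fixation / Read-out: nuclear-to-cytoplasmic GR-EGFP distribution per well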
# CSM14.1 death rescue: rescue of cells from ER stress-induced death, primary screen, 384-well, CSM14.1, thapsigargin, ATP luminescence (AID 1222). CSM14.1 thapsigargin-induced death rescue, ATP luminescence; higher % means a stronger effect. one-dose cellular ATP content (survival), % at 20 µM; EC50 in µM for titrated hits. 190,000 tested, under 10 active;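 active = EC50 below 50 µM in the dose-response confirmation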;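 also: death triggered by thapsigargin at about 15 µM added after 2 h compound pretreatment; cell ATP read after overnight thapsigargin exposure of roughly 18 to 22 hours; normalized against plate controls of thapsigargin alone and 5% DMSO vehicle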
# P. falciparum M17LAP: P. falciparum M17LAP inhibitors, primary screen, biochemical, fluorogenic H-Leu-NHMec substrate, 1536-well (AID 1619) | Leucine aminopeptidase (Plasmodium falciparum (isolate 3D7)) | recombinant M17LAP, H-Leu-NHMec fluorogenic kinetic assay; higher % means a stronger effect | one-dose inhibition, % at 30 µM; IC50 in µM for titrated hits | 0.38% of 220,000 active;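 active = compound inhibiting the enzyme by more than half at any dose during confirmatory dose-response retesting; inconclusive = strong single-dose inhibitors picked by rank but not retested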;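 also: plate controls were full reaction with DMSO carrier for no effect and no enzyme background for full effect; strong numbers were not always called active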
# MT stabilizer: microtubule stabilizers in HeLa cells, primary screen, imaging, high-content imaging | % tubulin-high responders, % at 10 µM | 0.83% of 200,000 active | HeLa tubulin immunostaining HCS, 24 h; share of cells brighter than vehicle mean+2SD;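 active = plate Z-score above 3 for both tubulin-high and condensed-nucleus cell shares, with cell loss under 80%, at 10 µM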;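 also: anti alpha tubulin signal scored within the nucleus-defined area of each cell; some results filed as inactive read as strong as hits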
# Dynein transport cytoplasmic EGFP: further read-out of Dynein transport, marked with its call; z-score; measured here: cytoplasmic GR-EGFP intensity; active compounds read high
# Dynein transport nuclear GR-EGFP: recorded beside Dynein transport, whose call it bears; z-score; measured here: nuclear GR-EGFP intensity;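 lower value marks the stronger effect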
# Dynein transport cell count: recorded beside Dynein transport, whose call it bears; z-score; measured here: cell count per field
# Ins promoter up cell count: recorded beside Ins promoter up, whose call it bears; cell count; measured here: cytotoxicity, nuclei count;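 total cells summed across four imaged fields per well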
# bCat nuc transl cell count 5 µM: recorded beside bCat nuc transl, whose call it bears; cell count; measured here: cell count, cytotoxicity flag
# MT stabilizer Hoechst-high %: further read-out of MT stabilizer, marked with its call; % Hoechst-high responders; measured here: nuclear condensation Hoechst responders;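 share of cells brighter than vehicle mean plus two SD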
# MT stabilizer cytotoxicity %: further read-out of MT stabilizer, marked with its call; toxicity, %; measured here: cytotoxicity by cell density;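 0% = mean cell density of plate MIN control wells and 100% = no cells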
# Autophagy mod cell loss 18 h: second read-out of Autophagy mod, no call of its own (marks repeat the call); toxicity, %; measured here: cell loss, nuclei count;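 cell loss after 18 h compound exposure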
# The depositor's hits bear a star; i = inactive; ? = inconclusive; · = not tested or not shown; [ ] = another dose, or the depositor's remark.
molecule	UTI89 phage lysis	Ins promoter up	Ins promoter up cell count	P. falciparum M1AAP	Autophagy mod	Autophagy mod cell loss 18 h	bCat nuc transl	bCat nuc transl cell count 5 µM	Dynein transport	Dynein transport cytoplasmic EGFP	Dynein transport nuclear GR-EGFP	Dynein transport cell count	CSM14.1 death rescue	P. falciparum M17LAP	MT stabilizer	MT stabilizer Hoechst-high %	MT stabilizer cytotoxicity %
O=C1c2ccccc2CCC1C(O)c1ccccn1 (stereo unspecified)	0.3%	0.37	1515	-9%	i	3	1.5	1515	-0.25	-0.39	0.068	0.71	-2.7%	10%	3.8	2.6	7.7
COCCNC(=S)N/N=C(\C)c1ccc(O)cc1	0.2%	-0.95	1472	0%	i	1	1.1	1070	0.17	-0.23	-0.19	-1.1	0.0%	14%	2.6	2.5	8.5
COc1ccc(N=C2C(=O)Nc3c(C)cccc32)cc1	-0.5%	-0.71	1183	13%	i	23	-4.3	960	-0.46	-0.43	-0.013	0.31	-1.2%	0%	4.1	1.6	10
Cc1cc(=O)oc2cc(OCC(=O)NCc3ccco3)ccc12	0.3%	0.43	1170	0%	i	-4	-1.3	1284	-0.38	-0.17	0.035	0.12	-1.3%	-1%	1.5	2.1	2.0
Cc1ccc(-c2c3c(nc4sc(C(N)=O)c(N)c24)CCC3)cc1	0.3%	-0.01	1517	9%	i	-2	-1.0	1333	-0.83	-0.2	-1	0.075	-0.9%	-65%	2.0	0.5	4.5
C/C(=C\C(=O)C(F)(F)F)Nc1cc(C)cc(C)c1	0.9%	0.2	1712	14%	i	8	-4.7	1097	0.31	-0.23	-0.41	0.3	-1.8%	-6%	1.6	1.4	4.2
Cc1noc(C)c1COC(=O)c1cc(F)c(F)cc1Cl	5.8%	-0.5	1107	3%	i	-8	-6.2	958	-0.32	-0.21	-0.22	0.45	-0.7%	18%	1.3	1.8	9.5
Cc1cc(C)n2c(Br)c(CSc3nc4ccccc4s3)nc2n1	0.7%[50 µM]	-0.07	1336	-2%	i	1	-1.4	897	0.35	-0.26	-0.16	-0.055	1.1%	0%	3.5	1.9	8.1
COc1cccc(/C=N/NC(=O)CCc2c(C)n[nH]c2C)c1	1.5%	0.47	818	-1%	i	-8	1.1	1119	-0.25	-0.18	0.17	-0.22	-3.3%	3%	1.5	1.0	2.9
CC1=Nc2nc(N3CCCCC3)c(C#N)c3c4c(nc(c23)N1)N(c1ccc(C(C)C)cc1)C(=O)C4	2.4%	-0.27	1104	?	i	10	1.6	838	-0.67	-0.2	-0.81	0.57	0.1%	-11%	3.8	3.6	6.2
Cc1ccccc1NC(=O)C1CCN(S(=O)(=O)c2cccs2)CC1	0.1%	·	·	7%	i	3	0.5	1004	0.11	-0.39	0.2	0.54	-0.3%	1%	3.8	3.0	7.7
CCOc1ccc(C2Nc3cccc4cccc(c34)N2)cc1OC	0.2%	0.68	1254	16%	i	29	-2.9	631	-1.3	-0.13	-0.57	1.2	-1.0%	12%	5.5	4.1	6.6
CC(C)CC(=O)N1CCN(Cc2cccc(F)c2)CC1	-0.4%	0.05	1536	-3%	i	4	0.0	1303	-1.2	1.6	-0.25	1.5	-0.8%	14%	1.9	1.1	7.6
Cc1ccc(CN2CCSc3ccc(C(=O)NC4CCN(Cc5ccccc5)CC4)cc32)cc1	1.1%	·	·	4%	i	-41	4.5	561	-0.19	-0.21	-0.087	0.42	-0.6%	-4%	1.5	1.6	7.3
O=c1/c(=C/c2ccc(CNS(=O)(=O)c3ccccc3)o2)sc2n1CCN=2	5.5%	0.41	1236	18%	i	27	-2.8	906	0.11	-0.18	0.86	-0.071	-1.8%	-8%	4.6	2.1	5.0
Cc1ccsc1/C=N/NC(=O)c1sccc1C	0.2%	1.2	1549	12%	i	-29	-0.4	1375	0.7	-0.22	0.86	0.19	-1.6%	-3%	2.1	1.5	5.0
O=C(N/N=C/c1cccc([N+](=O)[O-])c1)c1ccc(CN2CCOCC2)cc1	-0.3%	·	·	3%	i	-3	-1.5	1134	-0.25	0.62	0.077	0.17	0.3%	6%	2.5	2.6	8.2
N/C(=N\c1nc(CSc2ccc(Cl)cc2)cc(=O)[nH]1)Nc1ccccc1C(F)(F)F	0.1%	-0.54	1150	1%	i	-14	0.1	1481	-0.89	-0.3	-0.89	0.98	0.1%	2%	3.1	2.7	6.9
CCC(=O)Nc1cc2nn(-c3ccc(C)cc3)nc2cc1C	0.6%	-0.21	1192	2%	i	3	0.0	1077	0.09	-0.27	-0.031	-0.25	-4.0%	-6%	3.1	2.4	7.9
CCOc1ccc(NC(=O)CC(c2ccccc2)c2ccc(F)cc2)cc1 (stereo unspecified)	0.0%[50 µM]	0.74	2116	-4%	i	2	-0.2	1002	0.94	-0.26	1.1	-0.96	-3.4%	-6%	3.5	1.7	7.0
Cc1ccc(S(=O)(=O)Nc2nc3ccccc3s2)cc1[N+](=O)[O-]	-0.6%	0.03	1378	·	i	-13	1.1	981	0.06	-0.16	0.58	-0.5	-0.3%	·	2.7	2.6	9.0
COc1ccc(S(=O)(=O)NNC(=O)C(=O)NNc2ccccn2)cc1	0.1%[50 µM]	0.38	1471	7%	·	·	0.6	1046	-0.22	-0.19	-0.06	0.012	·	-1%	·	·	·
Cc1nc2ccc(NC(=O)c3ccc(F)c(S(=O)(=O)N4CCOCC4)c3)cc2s1	0.1%	-0.06	971	6%	i	6	-2.1	852	-0.21	-0.23	-0.24	0.4	-2.1%	6%	4.9	1.5	6.8
CCCNC(=O)CCC(NS(=O)(=O)c1ccc(C)cc1)C(=O)NCCC (stereo unspecified)	1.1%	·	·	0%	i	1	·	·	-0.52	-0.29	0.072	0.43	-2.7%	7%	4.1	2.9	8.0
CC(/C=N/n1c(-c2ccco2)n[nH]c1=S)=C\c1ccccc1	13%	0.29	1400	1%	i	-1	4.9	1035	0.41	-0.26	0.32	0.071	-0.8%	10%	2.7	2.7	1.8
CCC(=O)Nc1ccc(-c2nnc(-c3ccccc3)o2)cc1	0.3%	-0.33	1368	4%	i	7	1.0	1403	-0.78	-0.11	-0.082	0.42	-0.5%	-5%	2.5	1.8	4.7
Cc1cccc(N2CCN(C(=O)c3cccc(N4C(=O)C5CC=CC(C)C5C4=O)c3)CC2)c1C (stereo unspecified)	0.2%	·	·	5%	i	7	-12	1157	-0.43	0.18	-0.17	0.083	-2.3%	8%	2.3	1.9	7.5
COc1ccccc1C1CC(c2ccccc2)Nc2ncnn21 (stereo unspecified)	3.5%	0.52	1107	4%	i	9	-3.6	978	-0.59	-0.26	-0.9	0.17	0.0%	3%	9.1	5.0	1.9
Cc1cc(C)nc(SC2CCCCC2NS(=O)(=O)c2ccc(Cl)cc2)n1 (stereo unspecified)	2.6%	0.06	1364	-4%	i	14	·	·	0.11	-0.26	0.066	0.35	0.8%	-9%	3.2	2.0	3.8
COc1ccc(OC)c(S(=O)(=O)N2CCC(C(=O)Nc3cccc(C)c3)CC2)c1	-0.1%	·	·	-1%	i	-5	-4.4	1231	0.24	-0.32	0.46	0.1	-3.3%	-1%	1.5	1.4	3.5
CCC(C)NS(=O)(=O)c1ccc(S(=O)(=O)N(CC(=O)Nc2ccccc2)Cc2ccco2)cc1 (stereo unspecified)	4.9%	·	·	11%	i	36	2.1	1061	-0.48	-0.14	0.03	0.13	-1.8%	-2%	1.7	1.9	6.6
O=C(CNS(=O)(=O)c1cccc2nonc12)NCc1ccc(F)cc1	-0.2%	0.24	1199	3%	i	-11	·	·	0.97	-0.2	0.69	0.19	-2.9%	5%	1.9	0.9	3.5
C/C(=N\NC(=O)C(N)=O)c1ccc(NC(=O)c2cccs2)cc1	·	-0.08	1420	20%	i	4	-0.4	1542	0.19	-0.34	-0.01	0.2	-0.1%	-2%	9.5	1.5	4.8
CC(C)CN(CC(C)C)S(=O)(=O)N1CCC(C(=O)NCc2ccccn2)CC1	1.0%	-0.22	1714	3%	i	-2	-2.4	1320	0.25	-0.21	0.13	0.025	-0.1%	9%	2.2	1.5	6.5
C/C(=N\NC(=O)c1ccncc1)c1ccc(N(C)C)cc1	-0.4%	-0.06	1219	12%	i	-4	0.1	1095	0.42	-0.31	0.38	0.46	-1.5%	12%	4.1	1.8	5.8
